Rpn11 inh: Rpn11 (PSMD14) deubiquitinase inhibitors, primary screen, biochemical, fluorescence polarization, uHTS; calls only at 20 µM; human 26S proteasome, Ub4-pepOG fluorescence polarization; 20S core pre-blocked with epoxomicin; 26S proteasome non-ATPase regulatory subunit 14 (Homo sapiens), O00487; hit rate 0.59% among 360,000;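 active = inhibition at 20 µM, scaled to each plate's controls, above about 33%, limit read from the data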
LMPTP inh: LMPTP phosphatase inhibitors, primary screen, biochemical, fluorescence intensity, uHTS; Low molecular weight phosphotyrosine protein phosphatase (Homo sapiens), P24666; inhibition, % at 20 µM; recombinant LMPTP-A, OMFP fluorogenic substrate; hit rate 0.22% among 360,000;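 active = compounds that cut the enzyme signal by at least half of the control window in the single-dose screen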;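 also: plate controls were DMSO wells with enzyme plus substrate for no effect and substrate without enzyme for full effect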
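Assay system: LMPTP-A, protein tyrosine phosphatase of low molecular weight / Medium: pH 6.0 Bis-Tris buffer with DTT and Triton X-100 / Schedule: 50 min enzyme reaction at room temperature, protected from light / Measured by: endpoint fluorescence intensity from OMFP dephosphorylation / Read-out basis: % inhibition relative to no-enzyme and uninhibited control wells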
SUMO1-SIM PPI: modulators of SUMO1 protein-protein interactions, primary screen, biochemical, uHTS. hit rate 0.33% among 360,000. inhibition, % at 20 µM. SUMO1 binding to a labelled peptide, TR-FRET, 1 h. Small ubiquitin-related modifier 1 (Homo sapiens), P63165; in the data active = inhibition above about 37%
Target sequence (P63165 whole entry, looked up): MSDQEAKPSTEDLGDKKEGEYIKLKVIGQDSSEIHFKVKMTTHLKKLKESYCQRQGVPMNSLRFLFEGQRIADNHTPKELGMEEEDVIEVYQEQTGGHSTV
NadD block: inhibitors of S. aureus NadD, primary screen, biochemical, colorimetric, uHTS | purified NadD enzyme, colorimetric absorbance read-out | inhibition, % at 20 µM | AID 602399, 2012 | hit rate 0.78% among 360,000; in the data active = inhibition above about 26%; also: some compounds past the cut are filed as inactive
Scp1 inh: Scp-1 phosphatase inhibitors, primary screen, biochemical, colorimetric, uHTS. hit rate 0.88% among 340,000. Carboxy-terminal domain RNA polymerase II polypeptide A small phosphatase 1 (Homo …. Recombinant Scp1, phosphopeptide, malachite green phosphate absorbance. inhibition, % at 20 µM;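 active = inhibition above about 50% at 20 µM, limit read from the data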;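 also: plate controls were DMSO wells with enzyme for no effect and wells lacking enzyme for full effect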
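Material – SCP-1 phosphatase catalytic domain, residues 76-261 · Buffer or medium – Acidic Tris acetate buffer with magnesium and detergent · Also added – Phospho 17-mer peptide substrate · Compound – single 20 µM dose, 1% DMSO · Times – 45 min room-temperature reaction, 5 min colour, 30 min stabiliser · Technique – Phosphate-binding colour reagent, absorbance read at 630 nm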
Neddylation inh: inhibitors of cullin neddylation, primary screen, biochemical, TR-FRET, uHTS, NAE and Ubc12 | hit rate 0.58% among 360,000 | calls only at 25 µM | AID 651699, 2012; in the data active = inhibition above about 36%
CSN deneddyl inh: inhibitors of CSN-mediated cullin deneddylation, primary screen, biochemical, fluorescence polarization, uHTS | hit rate 0.38% among 360,000 | AID 651999, 2013 | inhibition, % at 12.5 µM | Purified CSN, SCF-Nedd8-OG deneddylation | COP9 signalosome complex subunit 5 (Homo sapiens), Q92905;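 active = pattern-corrected inhibition above about 35%, with an unprinted fluorescence ratio check between 0.5 and 1.5, limit read from the data, passing the limit was not always enough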;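 also: 0% = enzyme with substrate and 100% = substrate without enzyme; some results filed as inactive read as strong as hits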
Target sequence (Q92905 whole entry, looked up, one chain of several): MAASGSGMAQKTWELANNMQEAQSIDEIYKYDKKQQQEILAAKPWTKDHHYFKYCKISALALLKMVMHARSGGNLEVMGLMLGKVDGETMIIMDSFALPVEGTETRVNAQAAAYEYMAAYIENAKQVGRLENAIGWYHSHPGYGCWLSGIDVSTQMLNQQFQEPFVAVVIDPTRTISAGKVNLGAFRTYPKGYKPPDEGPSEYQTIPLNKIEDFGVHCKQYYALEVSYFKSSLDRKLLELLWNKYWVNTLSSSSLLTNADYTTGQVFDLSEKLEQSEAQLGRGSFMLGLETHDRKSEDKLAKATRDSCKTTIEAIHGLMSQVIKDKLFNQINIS
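Detection – fluorescence polarization · System – HEK293T-derived human Csn5 enzyme · Controls – substrate-only high control, full reaction low control · Timing – 90 min, room temperature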
DNMT1 block: human DNMT1 methyltransferase inhibitors, primary screen, biochemical, molecular beacon, fluorescence, HinP1I cleavage, uHTS | inhibition (reported as % activation of signal), % at 10 µM | hit rate 0.83% among 360,000 | DNA (cytosine-5)-methyltransferase 1 (Homo sapiens), P26358; in the data active = inhibition above about 50%
Rin1-Abl PPI inh: inhibitors of Rin1-Abl protein binding, primary screen, biochemical, TR-FRET. inhibition, % at 7.35 µM. hit rate 0.4% among 360,000. AID 588664, 2011; in the data active = inhibition above about 5%, passing the limit was not always enough
STEP inh: STEP phosphatase inhibitors, primary screen, biochemical, fluorescence intensity, uHTS; recombinant STEP, OMFP fluorogenic substrate; AID 588621, 2011; inhibition, % at 20 µM; hit rate 0.25% among 360,000;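 active = inhibition at 20 µM, scaled per plate between control wells, above about 37%, limit read from the data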;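 also: 0% = DMSO with enzyme and substrate and 100% = substrate only without enzyme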
Target sequence (P54829 whole entry, looked up): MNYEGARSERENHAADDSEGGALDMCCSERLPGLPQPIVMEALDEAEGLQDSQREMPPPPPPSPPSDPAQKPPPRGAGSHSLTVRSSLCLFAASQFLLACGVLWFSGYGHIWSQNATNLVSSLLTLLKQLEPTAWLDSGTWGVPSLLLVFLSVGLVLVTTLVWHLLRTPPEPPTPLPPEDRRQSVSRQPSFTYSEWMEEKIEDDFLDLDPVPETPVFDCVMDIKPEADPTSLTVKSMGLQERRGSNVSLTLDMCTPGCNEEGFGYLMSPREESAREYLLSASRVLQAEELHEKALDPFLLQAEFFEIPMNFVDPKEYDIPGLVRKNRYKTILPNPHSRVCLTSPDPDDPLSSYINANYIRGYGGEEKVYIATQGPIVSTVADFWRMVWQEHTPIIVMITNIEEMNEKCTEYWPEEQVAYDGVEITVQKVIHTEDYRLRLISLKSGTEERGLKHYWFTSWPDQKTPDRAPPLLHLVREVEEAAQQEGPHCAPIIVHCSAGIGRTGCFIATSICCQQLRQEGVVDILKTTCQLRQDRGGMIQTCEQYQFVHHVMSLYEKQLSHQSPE
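Assay system: isolated STEP enzyme. Buffer or medium: pH 6.0 Bis-Tris with DTT and Tween 20. Also added: fluorogenic phosphatase substrate OMFP at 25 µM final. Dosing: 20 µM, 1% DMSO. Timing: 20 min reaction, room temperature, in the dark. Measured by: fluorescence intensity, excitation 480 nm, emission 540 nm. Evaluation: normalized % inhibition.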
* = called active by the depositor; i = inactive; . = no result given.

Labels used below: A = Rpn11 inh; B = LMPTP inh; C = SUMO1-SIM PPI; D = NadD block; E = Scp1 inh; F = Neddylation inh; G = CSN deneddyl inh; H = DNMT1 block; I = Rin1-Abl PPI inh; J = STEP inh
1	CCCN1CCC(=O)N(CCO)CC1
  A: i | B: -4.7 | C: -2 | D: 2 | E: -8 | F: i | G: 0 | H: 7 | I: -2 | J: 0
2	COc1ccc(-c2csc(N(CCCN(C)C)C(=O)c3cc(OC)c(OC)c(OC)c3)n2)cc1
  A: i | B: -2.6 | C: 6 | D: -11 | E: 1 | F: i | G: 3 | H: -2 | I: -1 | J: -2
3	CCOC(=O)c1sc(N)nc1-c1ccccc1
  A: i | B: -0.3 | C: -1 | D: 8 | E: 7 | F: i | G: -2 | H: 0 | I: -2 | J: -1
4	CCOC(=O)c1c(NC(=O)CSc2nnc(-c3cccc(C)c3)n2CC)sc(C(C)=O)c1C
  A: i | B: 2.7 | C: -8 | D: 9 | E: 7 | F: i | G: 6 | H: -13 | I: -5 | J: 5
5	O=C(CCC1CCCC1)Nc1cc(C(F)(F)F)ccc1N1CCOCC1
  A: i | B: 0.9 | C: 4 | D: -8 | E: -3 | F: i | G: 3 | H: 0 | I: 0 | J: 3
6	CCC(C)NS(=O)(=O)c1cc2c3c(c1)CCN3C(=O)CC2 (configuration not stated)
  A: i | B: -0.8 | C: -4 | D: 2 | E: -7 | F: i | G: -2 | H: 6 | I: 0 | J: -2
7	Cc1cc(C)c(NC(=O)CS(=O)CC(=O)Nc2ccc(F)cc2F)c(C)c1 (configuration not stated)
  A: i | B: -0.6 | C: -9 | D: -5 | E: 6 | F: i | G: -10 | H: 1 | I: -1 | J: 6
8	O=C(CC1CCCCC1)OCn1nnc2ccccc2c1=O
  A: i | B: 1.0 | C: -5 | D: -3 | E: 6 | F: i | G: 7 | H: -1 | I: 1 | J: 0
9	O=c1[nH]cnc2c1sc1nc(-c3ccccc3)c3c(c12)CCCC3
  A: i | B: -0.6 | C: 10 | D: 0 | E: -8 | F: i | G: 4 | H: 5 | I: -6 | J: 2
10	CCOC(=O)C(=CNc1ccc(N2CCOCC2)cc1)C(=O)OCC
  A: i | B: -0.4 | C: -4 | D: -2 | E: -15 | F: i | G: -1 | H: -1 | I: 2 | J: 0
11	CC(C(=O)N(C)C)N(C#N)c1nc(N(C)C)nc(N(C)C)n1 (configuration not stated)
  A: i | B: -0.1 | C: -7 | D: 1 | E: -10 | F: i | G: -4 | H: 4 | I: -2 | J: 0
12	O=c1c(-c2nnc(SCc3ccc(Cl)cc3)o2)cccn1Cc1ccccc1
  A: i | B: 3.1 | C: -14 | D: 22 | E: 0 | F: . | G: -5 | H: -4 | I: 0 | J: 0
13	CCOc1ccc(CCNC(=O)c2sc3nc4n(c(=O)c3c2C)CCC4)cc1
  A: i | B: 0.9 | C: -9 | D: 6 | E: -4 | F: i | G: -5 | H: 2 | I: -1 | J: -2
14	Cc1cc(NC(=O)CC(C)C)c(=O)n(Cc2ccccc2F)c1
  A: i | B: -1.0 | C: 0 | D: -5 | E: -2 | F: i | G: 5 | H: -9 | I: -2 | J: -3
15	Cc1cc(-c2ccc(Cl)cc2)n2nc(C)cc2n1
  A: i | B: -0.7 | C: -12 | D: 6 | E: -2 | F: i | G: 4 | H: 0 | I: -1 | J: 0
16	Cc1cc(C)c2[nH]c(=O)c(C(c3nnnn3Cc3ccc4c(c3)OCO4)N3CCC(C)CC3)cc2c1 (configuration not stated)
  A: i | B: 0.3 | C: -13 | D: 13 | E: 4 | F: i | G: -1 | H: -3 | I: 1 | J: -3
17	Cn1cccc1C(=O)N1CCN(S(=O)(=O)c2ccccc2)CC1
  A: i | B: -1.4 | C: 1 | D: -5 | E: 0 | F: i | G: -1 | H: 2 | I: 3 | J: 3
18	C/C(=N\OCC(=O)OCC(=O)N(C)c1ccccc1)c1ccc2c(c1)OCO2
  A: i | B: -0.1 | C: -2 | D: -5 | E: -4 | F: i | G: 0 | H: -3 | I: -1 | J: 2
19	N#Cc1nc(-c2ccc(Cl)cc2)oc1NCCc1ccccn1
  A: i | B: -1.6 | C: 0 | D: 3 | E: -6 | F: i | G: 0 | H: 0 | I: -2 | J: -4
20	COc1ccc(Cl)cc1-n1c(=S)sc2c(=O)[nH]c(SCC(=O)NCC3CCCO3)nc21 (configuration not stated)
  A: i | B: -0.3 | C: 7 | D: 4 | E: 0 | F: i | G: -3 | H: 1 | I: 0 | J: -1
21	CC(C)OC(=O)c1cc(Cl)c(=O)n(Cc2ccc(Cl)cc2Cl)c1
  A: i | B: 3.0 | C: 0 | D: -3 | E: -7 | F: i | G: -1 | H: -6 | I: -4 | J: 3
22	Cc1ccsc1CNC(=O)C1(C)CCN1C(C)C (configuration not stated)
  A: i | B: -2.9 | C: 0 | D: -2 | E: . | F: i | G: -2 | H: 0 | I: -2 | J: -3
23	CCOc1ccccc1C(=O)Nc1cc(C)ccc1NC(=O)c1ccco1
  A: i | B: -1.0 | C: -1 | D: -1 | E: -8 | F: i | G: 3 | H: -3 | I: 5 | J: 4
24	Cn1nnnc1SCC(=O)NC1CCCc2ccccc21 (configuration not stated)
  A: i | B: -0.8 | C: -3 | D: -1 | E: -6 | F: i | G: 6 | H: 1 | I: 2 | J: -3
25	CCCCN1C(=O)C(CC(=O)NCC2CCCCC2)CC(C(=O)N(C(C)C)C(C)C)=C1C (configuration not stated)
  A: i | B: -0.2 | C: 5 | D: 2 | E: . | F: i | G: 1 | H: 4 | I: 3 | J: 5
26	O=C(NNC(=O)c1ncc(Cl)c(Cl)c1Cl)c1ccc(F)cc1
  A: i | B: 1.6 | C: 5 | D: -2 | E: 1 | F: i | G: 0 | H: 1 | I: -3 | J: -4
27	O=C(CNS(=O)(=O)c1ccc2ccccc2c1)OCc1csc(-c2ccccc2)n1
  A: i | B: 4.6 | C: -1 | D: -7 | E: -7 | F: i | G: 7 | H: 1 | I: -2 | J: 3
28	S=c1[nH]nc(C2CCCCC2)n1/N=C/c1ccccc1
  A: i | B: -0.2 | C: 6 | D: -1 | E: 2 | F: i | G: -4 | H: 0 | I: 1 | J: 3
29	Cc1nn(-c2ccccc2)c(C)c1NC(=O)COC(=O)/C=C/c1ccccc1
  A: i | B: 0.7 | C: -1 | D: 4 | E: 5 | F: i | G: -2 | H: 3 | I: 1 | J: 0
30	COc1ccc(Nc2nc3ccccc3nc2-n2nc(C)cc2C)cc1
  A: i | B: 1.6 | C: -6 | D: -8 | E: -2 | F: i | G: 2 | H: -1 | I: -1 | J: 0
31	COC(=O)CCC(=O)c1oc2ccc(Cl)cc2c1NC(=O)CCCN1C(=O)c2ccccc2C1=O
  A: i | B: 2.2 | C: -7 | D: 1 | E: -7 | F: i | G: -5 | H: -5 | I: -4 | J: -1
32	COc1ccc(OC)c(S(=O)(=O)Nc2ccc3oc4c(c3c2)C(=O)CCC4)c1
  A: i | B: -0.4 | C: 0 | D: -3 | E: -11 | F: i | G: -3 | H: 6 | I: 4 | J: 2
33	CCOc1ccc(C(C#N)N2CCOCC2)cc1OC (configuration not stated)
  A: i | B: -0.1 | C: 5 | D: 0 | E: 1 | F: i | G: -1 | H: 1 | I: -1 | J: -2
34	CC(C)CN1CCN(Cc2nc3ccccc3s2)CC1CCO (configuration not stated)
  A: i | B: -1.8 | C: -1 | D: 0 | E: -1 | F: i | G: 7 | H: -4 | I: 1 | J: 0
35	CCCn1c(CCC(=O)O)nc2cc(S(=O)(=O)N(CC)CC)ccc21
  A: i | B: 0.2 | C: 0 | D: -7 | E: -13 | F: i | G: -2 | H: 2 | I: -1 | J: -2
36	Cc1nnc(NC(=O)c2ccc(C)c(S(=O)(=O)N3CCCCCC3)c2)s1
  A: i | B: -1.3 | C: 8 | D: -3 | E: 4 | F: i | G: -4 | H: 2 | I: 1 | J: -2
37	COc1ccc(C#Cc2ccc3c(c2)O[C@H](CN(C)S(=O)(=O)c2ccccc2F)[C@H](C)CN([C@H](C)CO)S3(=O)=O)cc1
  A: i | B: 2.4 | C: 2 | D: -1 | E: . | F: i | G: 3 | H: -21 | I: 6 | J: -4
38	COc1ccc(CCNC(=O)c2ccc3c(c2)N(Cc2ccccc2)CCS3)cc1OC
  A: i | B: 5.8 | C: -17 | D: -4 | E: -11 | F: i | G: 1 | H: -7 | I: -1 | J: 4
39	CCOC(=O)CNC(=O)CSc1ncnc2c1cnn2-c1ccc(Cl)cc1
  A: i | B: -0.7 | C: -3 | D: 0 | E: 0 | F: i | G: 4 | H: 10 | I: -2 | J: -1
40	C#CC(CC)(CC)NC(=O)c1nn(-c2ccccc2Cl)c(C)cc1=O
  A: i | B: -0.2 | C: 3 | D: -2 | E: -5 | F: i | G: -3 | H: 3 | I: 3 | J: 0
41	COc1ccc(C(C)=O)cc1CSc1ncccn1
  A: i | B: -1.0 | C: 4 | D: 5 | E: 3 | F: i | G: 3 | H: -7 | I: 6 | J: 7
42	Nc1ccc2c(c1)N=[N+]([O-])c1cc(N)ccc1C2
  A: i | B: -0.4 | C: -20 | D: -3 | E: 5 | F: i | G: -2 | H: -2 | I: -6 | J: 0
43	COc1ccc(C(C(=O)Nc2c(C)cccc2C)n2c(=O)c(-c3ccco3)nc3ccccc32)cc1 (configuration not stated)
  A: . | B: 3.6 | C: -3 | D: . | E: . | F: i | G: 7 | H: . | I: . | J: .
44	Cc1nc(-c2ccccc2)sc1C(=O)/C=C/N(C)C
  A: i | B: -0.2 | C: -19 | D: -5 | E: -5 | F: i | G: -2 | H: -1 | I: 1 | J: -2

3 entries out of the list, arranged by heavy-atom count, highest first:
Labels used below: A = Rpn11 inh; B = LMPTP inh; C = SUMO1-SIM PPI; D = NadD block; E = Scp1 inh; F = Neddylation inh; G = CSN deneddyl inh; H = DNMT1 block; I = Rin1-Abl PPI inh; J = STEP inh
43	COc1ccc(C(C(=O)Nc2c(C)cccc2C)n2c(=O)c(-c3ccco3)nc3ccccc32)cc1 (configuration not stated)
  A: . | B: 3.6 | C: -3 | D: . | E: . | F: i | G: 7 | H: . | I: . | J: .
31	COC(=O)CCC(=O)c1oc2ccc(Cl)cc2c1NC(=O)CCCN1C(=O)c2ccccc2C1=O
  A: i | B: 2.2 | C: -7 | D: 1 | E: -7 | F: i | G: -5 | H: -5 | I: -4 | J: -1
44	Cc1nc(-c2ccccc2)sc1C(=O)/C=C/N(C)C
  A: i | B: -0.2 | C: -19 | D: -5 | E: -5 | F: i | G: -2 | H: -1 | I: 1 | J: -2

Screens as filed in PubChem BioAssay.

Compounds as they come. About 3.8% of those tested had a hit in this group.
